Source: PubChem
BoNT F protease – inhibitors of Botulinum neurotoxin F light chain protease; inhibition, % at 10 µM; AID 588497; Multiplex microsphere protease cleavage assay, flow cytometry; actives 0.22% (n = 360,000); in the data active = inhibition above about 35%, passing the limit was not always enough; inconclusive = no clear call, values can overlap the other calls; note: plate controls were buffer without enzyme for full effect and enzyme alone for no effect
PrPC TRFRET – cell surface PrPC inhibition, primary TR-FRET screen. P04156. TR-FRET read-out. inhibition, % at 13.8 µM. actives 0.43% (n = 370,000); in the data active = inhibition above about 24%; note: 0% = median of the test wells and 100% = reference compound wells
TcdB inh – TcdB glycohydrolase inhibition; inhibition, % at 9.99 µM; TcdB glycohydrolase enzymatic assay, plate reader; AID 652162; P18177; actives 0.24% (n = 350,000); in the data active = inhibition above about 10%
Target sequence (P18177 whole entry, looked up): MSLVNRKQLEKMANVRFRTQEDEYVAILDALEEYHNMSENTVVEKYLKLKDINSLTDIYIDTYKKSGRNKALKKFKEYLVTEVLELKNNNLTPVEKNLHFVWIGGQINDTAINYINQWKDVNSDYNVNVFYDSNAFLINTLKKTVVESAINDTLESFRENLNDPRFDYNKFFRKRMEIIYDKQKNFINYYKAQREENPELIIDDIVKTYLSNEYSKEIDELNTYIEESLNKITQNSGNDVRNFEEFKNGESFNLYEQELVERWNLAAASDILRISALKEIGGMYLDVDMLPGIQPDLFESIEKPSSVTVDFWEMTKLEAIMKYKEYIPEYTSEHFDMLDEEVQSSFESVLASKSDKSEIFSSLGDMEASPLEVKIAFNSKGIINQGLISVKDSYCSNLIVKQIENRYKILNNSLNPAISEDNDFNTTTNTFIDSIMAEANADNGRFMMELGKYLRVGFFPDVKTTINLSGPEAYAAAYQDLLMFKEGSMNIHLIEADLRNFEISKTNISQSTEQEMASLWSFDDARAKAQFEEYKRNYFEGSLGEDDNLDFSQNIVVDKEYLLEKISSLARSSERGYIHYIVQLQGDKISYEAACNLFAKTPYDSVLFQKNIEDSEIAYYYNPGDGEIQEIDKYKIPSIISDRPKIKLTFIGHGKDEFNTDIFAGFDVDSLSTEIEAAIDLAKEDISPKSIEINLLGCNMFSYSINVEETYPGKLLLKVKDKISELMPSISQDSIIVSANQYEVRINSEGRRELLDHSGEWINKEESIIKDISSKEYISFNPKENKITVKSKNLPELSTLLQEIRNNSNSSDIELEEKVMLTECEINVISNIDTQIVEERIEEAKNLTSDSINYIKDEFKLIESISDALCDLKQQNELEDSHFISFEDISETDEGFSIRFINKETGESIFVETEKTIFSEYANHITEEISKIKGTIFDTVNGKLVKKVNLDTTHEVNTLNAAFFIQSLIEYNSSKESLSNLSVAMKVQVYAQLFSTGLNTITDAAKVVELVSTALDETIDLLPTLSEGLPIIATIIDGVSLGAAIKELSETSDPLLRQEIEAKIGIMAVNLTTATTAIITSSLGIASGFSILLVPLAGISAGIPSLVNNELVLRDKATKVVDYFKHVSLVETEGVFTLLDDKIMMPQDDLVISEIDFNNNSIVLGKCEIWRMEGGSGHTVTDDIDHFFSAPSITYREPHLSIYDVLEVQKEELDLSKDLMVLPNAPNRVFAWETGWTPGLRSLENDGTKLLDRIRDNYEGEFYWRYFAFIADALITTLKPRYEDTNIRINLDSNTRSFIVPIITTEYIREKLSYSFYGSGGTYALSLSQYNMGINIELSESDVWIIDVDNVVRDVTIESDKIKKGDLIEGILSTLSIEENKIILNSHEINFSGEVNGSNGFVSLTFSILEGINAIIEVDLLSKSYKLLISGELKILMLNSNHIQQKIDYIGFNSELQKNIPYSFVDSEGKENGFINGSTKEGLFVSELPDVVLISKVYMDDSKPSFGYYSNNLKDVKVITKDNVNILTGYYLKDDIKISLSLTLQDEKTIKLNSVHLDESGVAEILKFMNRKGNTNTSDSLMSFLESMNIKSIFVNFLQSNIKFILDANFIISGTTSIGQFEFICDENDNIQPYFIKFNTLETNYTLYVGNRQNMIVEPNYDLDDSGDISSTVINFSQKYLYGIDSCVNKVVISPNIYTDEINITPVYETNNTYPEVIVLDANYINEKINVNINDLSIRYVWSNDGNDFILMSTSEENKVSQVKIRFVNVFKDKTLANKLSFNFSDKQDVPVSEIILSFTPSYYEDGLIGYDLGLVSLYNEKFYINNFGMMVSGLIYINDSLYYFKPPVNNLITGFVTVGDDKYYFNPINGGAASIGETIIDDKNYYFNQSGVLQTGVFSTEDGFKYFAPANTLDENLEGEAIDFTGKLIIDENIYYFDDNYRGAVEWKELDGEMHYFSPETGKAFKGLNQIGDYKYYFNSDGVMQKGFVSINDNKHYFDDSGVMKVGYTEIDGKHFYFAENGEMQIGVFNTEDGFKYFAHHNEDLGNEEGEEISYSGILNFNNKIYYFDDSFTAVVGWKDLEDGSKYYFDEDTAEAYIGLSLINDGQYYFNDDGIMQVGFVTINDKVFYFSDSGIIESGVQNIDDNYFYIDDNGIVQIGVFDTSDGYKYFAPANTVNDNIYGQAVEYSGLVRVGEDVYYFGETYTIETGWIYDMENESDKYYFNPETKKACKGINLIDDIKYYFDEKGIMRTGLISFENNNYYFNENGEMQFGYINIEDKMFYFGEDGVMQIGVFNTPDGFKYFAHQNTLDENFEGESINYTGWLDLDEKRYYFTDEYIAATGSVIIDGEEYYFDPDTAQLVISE
CCHF vOTU inh – CCHFV vOTU protease inhibition; Pep-AMC fluorescence; inhibition, % at 11.5 µM; actives 0.55% (n = 370,000); AID 651958; in the data active = inhibition above about 30%; note: 0% = vehicle wells with enzyme and 100% = no enzyme wells
PfHsp40 rescue – rescue of PfHsp40-mediated yeast toxicity | S. cerevisiae expressing PfHsp40, growth rescue, ATP luminescence | growth rescue, % at 12.5 µM | actives 0.68% (n = 340,000) | AID 504582; in the data active = growth rescue above about 28%, passing the limit was not always enough; inconclusive = no clear call, values can overlap the other calls;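 note: yeast W303a lacking pdr1 and pdr3 grown in galactose medium; growth measured after three days at 30 °C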
Anthrax LF prot – anthrax lethal factor protease inhibition. multiplex microsphere protease cleavage assay, LF. actives 0.12% (n = 360,000). inhibition, % at 10 µM. P15917; note: plate controls were buffer without enzyme for full effect and enzyme alone for no effect
Yp Topo-I inh – Y. pestis Topo-I inhibition via cleavage products; actives 0.064% (n = 360,000); activity, % at 10 µM; AID 504884; Y. pestis Topo-I cleavage product accumulation, plate reader; in the data active = activity above about 50%, passing the limit was not always enough; inconclusive = no clear call, values can overlap the other calls; note: inactives centre near 2
BoNT A protease – blocks Botulinum neurotoxin A light chain protease; multiplex microsphere protease substrate cleavage, flow cytometry; inhibition, % at 10 µM; actives 0.17% (n = 360,000); AID 588499; note: plate controls were buffer without enzyme for full effect and enzyme alone for no effect
FadD28 FP inh – inhibitors of Mycobacterium tuberculosis FadD28 bisubstrate binding; actives 0.22% (n = 360,000); AID 588549; FadD28 bisubstrate probe binding, fluorescence polarization; inhibition, % at 12.5 µM; in the data active = inhibition above about 8.5%, passing the limit was not always enough; inconclusive = no clear call, values can overlap the other calls
* marks the source's active call; other numbers are inactive results; ? = inconclusive; . = not tested or not shown. Cut-off read from the data, not from the text of the source, unless noted: active = inhibition above about 30%; inconclusive = no clear call, values can overlap the other calls; inactive = below that.

SMILES	BoNT F protease	PrPC TRFRET	TcdB inh	CCHF vOTU inh	PfHsp40 rescue	Anthrax LF prot	Yp Topo-I inh	BoNT A protease	FadD28 FP inh
CCOC(=O)c1sc(NC(=O)CCN2C(=O)c3cccc([N+](=O)[O-])c3C2=O)c(C(=O)OCC)c1C	-2	-5	.	4	-1.7	-3	3	0.6	-2.8
c1cc(Nc2ncnc3sccc23)cc(-c2nnc3n2CCCCC3)c1	15	6	.	10	2.9	8	-6	5.6	-8.2
Cc1ccc(C)c(Cn2ncc3ccccc32)c1	12	-5	0.0	-10	-0.8	-9	14	2.0	-1.8
COC(=O)c1cc(C(=O)OCC(=O)NC(=O)c2ccccc2)cc([N+](=O)[O-])c1	6	-3	3.0	-8	0.9	5	-9	0.6	-1.3
CCn1nnnc1-c1ccc(OC)c(S(=O)(=O)NCCc2ccccc2)c1	-2	2	.	1	0.8	-10	6	?	-2.8
Cn1cnc([N+](=O)[O-])c1NC(C)(C)C	2	-4	.	5	22	-2	-8	0.4	-4.1
CCCCOC(=O)c1ccccc1C(=O)OCc1ccccc1	-2	-1	-0.1	4	9.3	-3	-5	0.7	-2.3
Cc1cccc(C(=O)Nc2sc3c(c2C(=O)O)CCCC3)c1	?	4	8.6	-10	-0.6	0	5	-1.0	-0.4
Cc1nn(Cc2ccccc2)c2c1C(c1ccc(Cl)cc1)C(C#N)=C(N)O2 (stereo not given)	-4	-5	.	20	-1.6	-6	-3	-0.1	-1.7
COc1ccc(OCCCC(=O)Nc2cccc([N+](=O)[O-])c2)cc1	-9	-3	.	-16	1.8	-4	-1	-0.2	-1.7
COc1ccc(NC(=O)NCc2ccncc2)cc1	1	2	2.1	2	-0.3	-7	-19	0.7	-1.8
COc1ccc(S(=O)(=O)CCC(=O)N2CCN(c3ccc(F)cc3)CC2)cc1	0	0	0.5	4	-0.1	1	1	-0.5	-3.3
O=C(NCc1ccc(F)cc1)C1CCCN(c2nc3ccsc3c(=O)s2)C1 (stereo not given)	-9	5	0.8	-3	4.0	-7	5	-0.4	-2.9
Cc1cc(C)n(-c2ccc(C)c(Cl)c2)n1	-5	-4	-0.6	2	-0.5	-1	-2	-0.2	-0.9
OCCCNC(=S)Nc1ccc2nccnc2c1	3	-23	0.3	4	-0.6	-2	1	-0.2	-0.7
Cc1nc2ccccc2c(=O)n1NC(=O)C1CC1C (stereo not given)	-1	6	0.8	-1	-1.9	-2	5	-1.7	-2.4
CCOc1ncccc1C(=O)OCC(=O)Nc1cc(S(=O)(=O)N(CC)CC)ccc1C	-7	-3	-0.5	-13	-0.3	2	18	-0.5	-1.9
CCCn1c(SCC(=O)N(C)C2CCS(=O)(=O)C2)nc2sc3c(c2c1=O)CCC3 (stereo not given)	-6	3	1.8	16	0.6	-4	-5	0.1	0.4
CCn1c(CNc2ccc(F)cc2)nnc1SCC(=O)Nc1ccc(OC)cc1	12	3	.	-2	0.1	1	6	0.3	-1.1
CC(=O)N(CCCCl)C(C#N)c1ccccc1 (stereo not given)	-7	-1	-0.1	-3	-0.5	-3	0	-0.1	-1.4
CC(=O)c1ccc(N2CCN(C(=O)c3n[nH]c4ccccc34)CC2)cc1	4	-4	3.2	15	-2.3	-2	-5	-0.2	-2.3
O=C(O)CCCCCN1C(=O)C(=O)/C(=C(/O)c2ccccc2)C1c1ccccc1 (stereo not given)	-5	2	.	24	-0.6	-1	5	0.2	-3.1
O=C(NCc1cccc(F)c1)c1noc2c1CCCC2	-6	8	1.0	2	-0.3	-7	7	-0.3	-2.1
COc1ccc(N2CCN(c3ccc(NC(=O)C4CCCCC4)cc3C#N)CC2)cc1	2	1	.	4	1.5	0	-8	0.0	-2.3
Cc1cc(C(=O)N2CCCC(C(=O)c3ccc4ccccc4c3)C2)nn1C (stereo not given)	-1	3	0.7	4	2.5	-3	29	-0.8	-0.3
Cc1cccc(S(=O)Cc2ccc(C(=O)NC3CCN(Cc4ccccc4)CC3)o2)c1 (stereo not given)	-3	-6	0.5	0	0.6	0	8	1.6	-2.9
COc1ccc(CNc2oc(Cc3cccc4ccccc34)nc2C#N)cc1	-18	1	.	-1	5.5	-4	-2	0.6	-1.6
COc1ccc(C)cc1C(=O)C1CC(C(=O)O)C(C)(C)C1C (stereo not given)	.	4	.	12	-0.5	.	-5	.	0.3
COc1ccc(/C=C2\SC(=S)N(c3cccnc3)C2=O)cc1	3	4	0.3	-11	-1.1	-6	3	0.2	-3.8
COC(=O)[C@@]1(Sc2ccc(C)cc2)CC(=O)N[C@@H]1c1ccccc1	0	-3	1.2	0	.	-6	.	0.7	.
CCOC(=O)C1=C(COC(=O)CCc2ccccc2)NC(=O)NC1C (stereo not given)	0	-6	1.4	12	0.9	0	0	-0.4	0.7
Cc1c(C(=O)Nc2ccc(F)cc2)oc2ccc(S(=O)(=O)N3CCCC3)cc12	-10	3	0.3	2	0.2	-9	3	-0.4	0.0
O=C(NCc1cccs1)c1csc2c1CCCCC2	-18	-5	0.6	3	-0.7	2	10	-1.0	-0.1
O=C1N[C@H]2CC=C[C@H]2N(Cc2cccs2)c2ccccc21	-2	1	1.4	-2	0.4	-6	3	-0.1	-4.4
Cc1cc(C(=O)OC(C)C(=O)NC2CCCCC2)c(C)o1 (stereo not given)	-5	-5	-2.3	0	-0.5	-7	-3	-0.2	-0.2
O=C(CCCc1c[nH]c2ccccc12)NCc1ccccc1C(F)(F)F	-14	0	1.6	15	6.8	-8	9	-4.7	-2.1
NC(=O)c1ccc(NC(=O)CSc2nnc(-c3cccnc3)n2Cc2ccco2)cc1	-2	1	-13	9	0.1	0	-7	0.7	-0.4
CSc1ccc(CN(C)C(=O)CNC(=O)c2ccc3c(c2)OCO3)cc1	-7	4	0.7	10	-1.7	-2	4	-0.5	-0.1
CC1CN(C(=O)CCC(=O)NC2CCCCC2)c2ccccc2S1 (stereo not given)	10	6	0.7	5	-0.7	6	8	-0.1	-1.6
CN1C(=O)N(C)C(=O)C2(Cc3ccccc3N3CCOCC32)C1=O (stereo not given)	-30	-5	.	-11	1.1	-1	13	0.7	0.7
Cc1ccc(C)c(S(=O)(=O)NCCC(=O)N2CCCC(C(N)=O)C2)c1 (stereo not given)	-3	2	-0.3	10	-1.3	-4	5	0.6	-4.3
COC(=O)/C(C#N)=C1/C=Cc2ccccc2N1	2	-3	-0.5	10	-0.4	0	-11	1.9	-1.1
CC(C)CCC(=O)N1CCC(N2CCC(C(=O)NCc3ccccn3)CC2)CC1	5	1	0.0	27	1.4	2	8	1.4	-6.5
CN(C(=O)c1ccc(NC(=O)Cc2cccc(NC(=O)C3CCN(C(=O)C4CC4)CC3)c2)cc1)C1CCCC1	3	3	1.0	7	-0.2	7	1	-0.2	-2.3
COCCCN(C(=O)CSCC(=O)Nc1ccc(C)cc1)c1c(N)n(Cc2ccccc2)c(=O)[nH]c1=O	-1	-5	0.3	14	-0.8	0	8	0.7	-3.9
CCN(CC)S(=O)(=O)c1ccc(N2CCOCC2)c(NC(=O)COc2ccc(Cl)cc2)c1	-1	2	1.9	-1	1.3	-4	14	-0.4	-1.9
COC(=O)c1sccc1S(=O)(=O)NCc1ccc(S(N)(=O)=O)cc1	5	-7	0.8	9	0.0	-1	5	1.6	0.8
CCCCOc1cccc(C(=O)Nc2ccccc2N2CCCC2)c1	?	7	1.3	23	-0.3	-14	19	-2.5	-1.8
CCOc1cccc(-c2nn3c(-c4ccccn4)nnc3s2)c1	-6	2	.	-2	-1.0	-2	6	-1.1	-2.3
Cc1cccc(OC(C)C(=O)NCc2ccc(S(N)(=O)=O)cc2)c1 (stereo not given)	-6	-1	1.0	4	0.2	-2	1	-0.8	-0.1
Cc1ccc(NC(=O)CSc2ccc(C(N)=O)cc2[N+](=O)[O-])cc1C	0	-12	0.5	7	-0.7	-1	1	-0.2	-3.9
CC(=O)c1ccc(N(CC(=O)NC2CCCCC2)C(=O)CNC(=O)c2ccco2)cc1	-6	3	0.6	-2	0.7	0	4	-0.4	1.3
O=C(C1=C(O)C(=O)N(Cc2ccco2)C1c1cccc([N+](=O)[O-])c1)c1ccco1 (stereo not given)	1	-4	1.2	4	0.0	3	5	-1.8	.
Nc1cccc2c1C(=O)c1ccc(Cl)cc1C2=O	8	-30	1.0	12	0.3	-2	-3	6.1	.
O=C(OCCN1CCOCC1)c1ccc2c(c1)OCCO2	3	-2	8.2	2	0.4	2	-4	1.0	-1.6
Cc1ccc(S(=O)(=O)n2ccnc2)cc1C	2	-2	0.5	-4	-0.4	1	2	-0.9	0.9
Cc1ccc(C)c(S(=O)(=O)N(C)c2ccc(OC(=O)C3CCN(C(=O)c4ccc(F)cc4)CC3)cc2)c1	13	-1	3.4	1	9.0	4	12	1.8	1.5
Cn1c(SCC(=O)NC2CCCCC2)nnc1-c1ccc(N)cc1	-1	-6	0.8	-3	0.0	2	-2	1.3	-3.4
Cc1ccccc1-c1cc(C(=O)NCc2ccc(OC(F)(F)F)cc2)n(CC2CC(c3cccnc3)=NO2)n1 (stereo not given)	-1	1	1.0	11	2.6	-4	-6	-0.5	-0.8
COc1cc(C(=O)Oc2cccc(C=O)c2)cc(OC)c1OC	1	-5	.	6	2.4	1	-1	-0.6	-3.6

Pulled one by one from the list above:
SMILES	BoNT F protease	PrPC TRFRET	TcdB inh	CCHF vOTU inh	PfHsp40 rescue	Anthrax LF prot	Yp Topo-I inh	BoNT A protease	FadD28 FP inh
COc1cc(C(=O)Oc2cccc(C=O)c2)cc(OC)c1OC	1	-5	.	6	2.4	1	-1	-0.6	-3.6
Cc1ccc(S(=O)(=O)n2ccnc2)cc1C	2	-2	0.5	-4	-0.4	1	2	-0.9	0.9
O=C(C1=C(O)C(=O)N(Cc2ccco2)C1c1cccc([N+](=O)[O-])c1)c1ccco1 (stereo not given)	1	-4	1.2	4	0.0	3	5	-1.8	.
Cc1ccc(C)c(S(=O)(=O)NCCC(=O)N2CCCC(C(N)=O)C2)c1 (stereo not given)	-3	2	-0.3	10	-1.3	-4	5	0.6	-4.3
Cc1ccc(NC(=O)CSc2ccc(C(N)=O)cc2[N+](=O)[O-])cc1C	0	-12	0.5	7	-0.7	-1	1	-0.2	-3.9

Next records follow.
SMILES	BoNT F protease	PrPC TRFRET	TcdB inh	CCHF vOTU inh	PfHsp40 rescue	Anthrax LF prot	Yp Topo-I inh	BoNT A protease	FadD28 FP inh
COC(=O)c1ccccc1NC(=O)CN(Cc1ccc(Cl)cc1)S(C)(=O)=O	1	10	2.3	12	0.7	-2	1	0.3	-4.2
Cc1cc(C)c(NC(=O)CSc2nc3ccc(N4C(=O)c5ccccc5C4=O)cc3s2)c(C)c1	0	2	0.8	2	3.7	8	-1	0.8	-3.6
CCCn1c(N)c(N(CCOC)C(=O)CSCC(=O)Nc2ccc(OC)cc2)c(=O)[nH]c1=O	9	-2	1.9	1	-0.4	2	7	3.2	-1.2
O=C(CSc1ccccc1C(=O)O)c1ccc(Cl)cc1	-24	0	-1.1	14	0.0	-8	6	-2.0	-3.4
CC1(C)Cc2cccc(OCC(=O)Nc3cc(C(F)(F)F)ccc3N3CCOCC3)c2O1	8	-4	.	2	1.1	-1	7	1.0	-0.5
CC(C)Oc1cccc(C(=O)C2CCCN(C(=O)c3cc(C4CC4)[nH]n3)C2)c1 (stereo not given)	0	7	0.8	-2	-1.1	-1	11	-1.7	-0.2
COc1ccc(C(C)=O)cc1COC(=O)c1ccc(S(=O)(=O)N2CCOCC2)cc1	10	-2	-0.6	5	1.4	5	2	1.1	-0.4
CCNc1nc(NCC)n2c(SCC(=O)Nc3ccccc3OC(F)F)nnc2n1	-5	10	-0.4	10	-1.0	-6	-15	0.0	-3.3
COc1ccc(NC(NC(=O)c2cccnc2)C(Cl)(Cl)Cl)cc1 (stereo not given)	-1	10	1.2	0	.	-2	10	-0.6	-0.2
Cc1nc(C)c(C(=O)N/N=C/c2ccco2)s1	-5	8	-4.1	6	-0.2	-1	-3	-0.3	-0.3
Cc1cccc(OCC(=O)OC2CCN(C)CC2)c1	1	4	.	14	-0.6	0	-5	0.3	-1.6
